Source: PubChem (National Center for Advancing Translational Sciences (NCATS))
TSG101-PTAP inh = blocks PTAP/TSG101 interaction to inhibit HIV-1 budding. Fluorescence polarization, FITC-PTAP peptide / Tsg101 binding. Potency, µM (titrated, usually from 115 µM), for the others: at the highest dose activity change, negative = inhibition, actives largely listed as inhibitors. 340,000 tested, under 10 active. Q99816; active = well fitted inhibition curve with a large enough effect in the main read-out, with a control signal flat, not every such curve was filed as active; inconclusive = small, poorly fitted or top-dose-only effect, or effect the other way, or a change in a side signal; inactive = no such curve, though single readings can be large or run the other way; also: potency is read from the fitted curve at half-maximal effect; % of control where 0% means no effect
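FP read-out: FITC-PTAP peptide, 50 nM final, binding Tsg101 binding domain, 10 uM final; 20 min, r.t.; 10 mM HEPES pH 7.5, 0.15 M NaCl, 0.01% Tween 20, 3 mM EDTA, 0.1 mM TCEP.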
Integrin act MD = activators of alpha7 integrin expression for muscular dystrophy; alpha7betagal myoblasts, beta-gal FDG fluorescence, 48 h; Potency, µM (highest dose often 38.3 µM), inactives show top-dose activation, usual class: activators; 0.064% of 350,000 active; AID 624291;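 also: potency is read from the fitted curve at half-maximal effect; 100% = response of the positive control SU9516; nearly all actives have a fitted effect of over 60% in size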
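Alpha7betagal+/- myoblasts (passage 13) were plated 16-24 hr, then exposed to compounds (1:260 dilution of DMSO stock) for 48 hours at 37C. After MPER lysis, β-galactosidase reporter activity was read as FDG fluorescence (ex 480/em 540) after 30 minutes.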
p53 reactivation = mutant p53 re-activation in reporter cells. AID 504706. 0.063% of 320,000 active. Potency, µM (titrated, usually from 92.2 µM), inactives show at the highest dose activity change, positive = activation, usual class: activators. H1299 p53-A138V BP100-luciferase reporter, luminescence, 24 h; also: potency is read from the fitted curve at half-maximal effect; % of control where 0% means no effect; nearly all actives have a fitted effect of over 45% in size
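H1299 (p53-null), stable ts p53-A138V + BP100-Luc; 1000 cells/well, Opti-MEM/10% FBS; cpd 4 pt, 1:5; 24 h, 37 deg C, 5% CO2; detection reagent 10 min RT; luminescence.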
B2AR arrestin = beta2AR (human) beta-arrestin recruitment activity; P07550; beta-arrestin recruitment to beta2AR, cell-based reporter; Potency, µM (titrated, usually from 46.1 µM), without a hit: top-dose activation, most hits filed as activators; 0.02% of 330,000 active; AID 492947;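 also: potency is read from the fitted curve at half-maximal effect; 0% = DMSO controls and full agonism = EC100 isoproterenol or metaproterenol; nearly all actives have a fitted effect of over 65% in size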
TCR activator = activates T cell receptor signaling; Potency, µM (doses to about 9.22 µM), inactives show at the highest dose activation of IL-2 secretion, usual class: activators; 330,000 tested, under 10 active; AID 504894; primary human leukocytes, anti-CD3, IL-2 HTRF, 48 h; also: % of control where 0% means no effect
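Using a-CD3 beads without co-stimulation, primary human leukocytes were exposed to compounds for 48 hr. An HTRF IL-2 kit measured the cytokine, with europium-to-d2 energy transfer producing emission at 665nm upon 320nm excitation.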
BRCA1 expr act = BRCA1 expression activation. MCF7-BRCA1-FFLuc reporter, luminescence, 48 h; response scale: scaled: vehicle 0%, 10 µM genistein 100%. Potency, µM (doses to about 46.1 µM), without a hit: top-dose activation, usual class: activators. 1.1% of 380,000 active; also: potency is read from the fitted curve at half-maximal effect; nearly all actives have a fitted effect of over 80% in size; some results filed as inactive show a strong effect at the top dose
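Quantitative HTS in MCF7 cells stably reporting BRCA1 expression via firefly luciferase. Compound treatment lasts 48 h at 37 °C in phenol-red free MEM. Activation is expressed relative to genistein at 10 microM and DMSO.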
ELG1 repair inh = ELG1-dependent DNA repair inhibition; HEK293T ELG1-luciferase reporter, luminescence, 16 h; DNA damage induced by 5-fluorouridine; Potency, µM (series often up to 46.1 µM), for inactives: top-dose activity change, negative = inhibition, actives largely listed as inhibitors; 2.3% of 330,000 active; AID 504467; also: potency is read from the fitted curve at half-maximal effect; % is scaled to controls: 0 for no effect and ±100 for the full control effect; nearly all actives have a fitted effect of over 55% in size
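Luminescence from the luciferase reporter, measured 30 min after ONE-Glo reagent at room temperature, was the read-out. Beforehand, 2,000 cells per well were exposed for 16 hr at 37 °C to 5-fluorouridine together with compound or vehicle.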
AT treatment = potential ataxia-telangiectasia treatment. AID 485349. Potency, µM (titrated, usually from 57.5 µM), for inactives: top-dose activation, most hits filed as activators. […] A-T fibroblasts, KAP-1 phosphorylation AlphaLISA; neocarzinostatin DNA damage 30 min before lysis. 0.19% of 320,000 active; also: potency is read from the fitted curve at half-maximal effect; % of control where 0% means no effect; nearly all actives have a fitted effect of over 45% in size
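ATM-like activity read as KAP-1 phosphorylation via AlphaLISA donor/acceptor antibody pairs after lysis and 6 hr at 25C. Cells were ATM-null patient fibroblasts ([…], hTERT), dosed 60 min, then exposed to the DSB inducer NCS for 30 min.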
TRPV1 agonist = activates the human vanilloid receptor TRPV1; Q8NER1; TRPV1-expressing cells, Fluo-8 calcium influx, agonist mode; activation, % at 8.33 µM; 0.19% of 320,000 active; AID 540275; in the data active = activation above about 80%; inconclusive = between about 30% and that limit; also: 0% is about no effect
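Cells expressing TRPV1 were dye-loaded with Fluo-8 and read kinetically: 10 s baseline, 3 min after compound (agonist portion), then 2 min after EC20 capsaicin (allosteric enhancer portion). Calcium-bound dye fluorescence at 480/520 nm.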
MLL CXXC-DNA inh = blocks binding of human MLL CXXC domain to DNA; Q03164; 0.037% of 290,000 active; MLL-CXXC / FITC-HOXA9 DNA fluorescence polarization; Potency, µM (doses to about 115 µM), for inactives: at the top dose activity change, negative = inhibition, hits mostly inhibitors; active = well fitted inhibition curve with a large enough effect in the polarisation, with a control signal flat, not every such curve was filed as active; inconclusive = small, poorly fitted or top-dose-only effect, or effect the other way, or a change in a side signal; inactive = no such curve, though single readings can be large or run the other way; the % refers to the polarisation; also: potency is read from the fitted curve at half-maximal effect
Target sequence (Q03164 whole entry, looked up, the tested form may be a part): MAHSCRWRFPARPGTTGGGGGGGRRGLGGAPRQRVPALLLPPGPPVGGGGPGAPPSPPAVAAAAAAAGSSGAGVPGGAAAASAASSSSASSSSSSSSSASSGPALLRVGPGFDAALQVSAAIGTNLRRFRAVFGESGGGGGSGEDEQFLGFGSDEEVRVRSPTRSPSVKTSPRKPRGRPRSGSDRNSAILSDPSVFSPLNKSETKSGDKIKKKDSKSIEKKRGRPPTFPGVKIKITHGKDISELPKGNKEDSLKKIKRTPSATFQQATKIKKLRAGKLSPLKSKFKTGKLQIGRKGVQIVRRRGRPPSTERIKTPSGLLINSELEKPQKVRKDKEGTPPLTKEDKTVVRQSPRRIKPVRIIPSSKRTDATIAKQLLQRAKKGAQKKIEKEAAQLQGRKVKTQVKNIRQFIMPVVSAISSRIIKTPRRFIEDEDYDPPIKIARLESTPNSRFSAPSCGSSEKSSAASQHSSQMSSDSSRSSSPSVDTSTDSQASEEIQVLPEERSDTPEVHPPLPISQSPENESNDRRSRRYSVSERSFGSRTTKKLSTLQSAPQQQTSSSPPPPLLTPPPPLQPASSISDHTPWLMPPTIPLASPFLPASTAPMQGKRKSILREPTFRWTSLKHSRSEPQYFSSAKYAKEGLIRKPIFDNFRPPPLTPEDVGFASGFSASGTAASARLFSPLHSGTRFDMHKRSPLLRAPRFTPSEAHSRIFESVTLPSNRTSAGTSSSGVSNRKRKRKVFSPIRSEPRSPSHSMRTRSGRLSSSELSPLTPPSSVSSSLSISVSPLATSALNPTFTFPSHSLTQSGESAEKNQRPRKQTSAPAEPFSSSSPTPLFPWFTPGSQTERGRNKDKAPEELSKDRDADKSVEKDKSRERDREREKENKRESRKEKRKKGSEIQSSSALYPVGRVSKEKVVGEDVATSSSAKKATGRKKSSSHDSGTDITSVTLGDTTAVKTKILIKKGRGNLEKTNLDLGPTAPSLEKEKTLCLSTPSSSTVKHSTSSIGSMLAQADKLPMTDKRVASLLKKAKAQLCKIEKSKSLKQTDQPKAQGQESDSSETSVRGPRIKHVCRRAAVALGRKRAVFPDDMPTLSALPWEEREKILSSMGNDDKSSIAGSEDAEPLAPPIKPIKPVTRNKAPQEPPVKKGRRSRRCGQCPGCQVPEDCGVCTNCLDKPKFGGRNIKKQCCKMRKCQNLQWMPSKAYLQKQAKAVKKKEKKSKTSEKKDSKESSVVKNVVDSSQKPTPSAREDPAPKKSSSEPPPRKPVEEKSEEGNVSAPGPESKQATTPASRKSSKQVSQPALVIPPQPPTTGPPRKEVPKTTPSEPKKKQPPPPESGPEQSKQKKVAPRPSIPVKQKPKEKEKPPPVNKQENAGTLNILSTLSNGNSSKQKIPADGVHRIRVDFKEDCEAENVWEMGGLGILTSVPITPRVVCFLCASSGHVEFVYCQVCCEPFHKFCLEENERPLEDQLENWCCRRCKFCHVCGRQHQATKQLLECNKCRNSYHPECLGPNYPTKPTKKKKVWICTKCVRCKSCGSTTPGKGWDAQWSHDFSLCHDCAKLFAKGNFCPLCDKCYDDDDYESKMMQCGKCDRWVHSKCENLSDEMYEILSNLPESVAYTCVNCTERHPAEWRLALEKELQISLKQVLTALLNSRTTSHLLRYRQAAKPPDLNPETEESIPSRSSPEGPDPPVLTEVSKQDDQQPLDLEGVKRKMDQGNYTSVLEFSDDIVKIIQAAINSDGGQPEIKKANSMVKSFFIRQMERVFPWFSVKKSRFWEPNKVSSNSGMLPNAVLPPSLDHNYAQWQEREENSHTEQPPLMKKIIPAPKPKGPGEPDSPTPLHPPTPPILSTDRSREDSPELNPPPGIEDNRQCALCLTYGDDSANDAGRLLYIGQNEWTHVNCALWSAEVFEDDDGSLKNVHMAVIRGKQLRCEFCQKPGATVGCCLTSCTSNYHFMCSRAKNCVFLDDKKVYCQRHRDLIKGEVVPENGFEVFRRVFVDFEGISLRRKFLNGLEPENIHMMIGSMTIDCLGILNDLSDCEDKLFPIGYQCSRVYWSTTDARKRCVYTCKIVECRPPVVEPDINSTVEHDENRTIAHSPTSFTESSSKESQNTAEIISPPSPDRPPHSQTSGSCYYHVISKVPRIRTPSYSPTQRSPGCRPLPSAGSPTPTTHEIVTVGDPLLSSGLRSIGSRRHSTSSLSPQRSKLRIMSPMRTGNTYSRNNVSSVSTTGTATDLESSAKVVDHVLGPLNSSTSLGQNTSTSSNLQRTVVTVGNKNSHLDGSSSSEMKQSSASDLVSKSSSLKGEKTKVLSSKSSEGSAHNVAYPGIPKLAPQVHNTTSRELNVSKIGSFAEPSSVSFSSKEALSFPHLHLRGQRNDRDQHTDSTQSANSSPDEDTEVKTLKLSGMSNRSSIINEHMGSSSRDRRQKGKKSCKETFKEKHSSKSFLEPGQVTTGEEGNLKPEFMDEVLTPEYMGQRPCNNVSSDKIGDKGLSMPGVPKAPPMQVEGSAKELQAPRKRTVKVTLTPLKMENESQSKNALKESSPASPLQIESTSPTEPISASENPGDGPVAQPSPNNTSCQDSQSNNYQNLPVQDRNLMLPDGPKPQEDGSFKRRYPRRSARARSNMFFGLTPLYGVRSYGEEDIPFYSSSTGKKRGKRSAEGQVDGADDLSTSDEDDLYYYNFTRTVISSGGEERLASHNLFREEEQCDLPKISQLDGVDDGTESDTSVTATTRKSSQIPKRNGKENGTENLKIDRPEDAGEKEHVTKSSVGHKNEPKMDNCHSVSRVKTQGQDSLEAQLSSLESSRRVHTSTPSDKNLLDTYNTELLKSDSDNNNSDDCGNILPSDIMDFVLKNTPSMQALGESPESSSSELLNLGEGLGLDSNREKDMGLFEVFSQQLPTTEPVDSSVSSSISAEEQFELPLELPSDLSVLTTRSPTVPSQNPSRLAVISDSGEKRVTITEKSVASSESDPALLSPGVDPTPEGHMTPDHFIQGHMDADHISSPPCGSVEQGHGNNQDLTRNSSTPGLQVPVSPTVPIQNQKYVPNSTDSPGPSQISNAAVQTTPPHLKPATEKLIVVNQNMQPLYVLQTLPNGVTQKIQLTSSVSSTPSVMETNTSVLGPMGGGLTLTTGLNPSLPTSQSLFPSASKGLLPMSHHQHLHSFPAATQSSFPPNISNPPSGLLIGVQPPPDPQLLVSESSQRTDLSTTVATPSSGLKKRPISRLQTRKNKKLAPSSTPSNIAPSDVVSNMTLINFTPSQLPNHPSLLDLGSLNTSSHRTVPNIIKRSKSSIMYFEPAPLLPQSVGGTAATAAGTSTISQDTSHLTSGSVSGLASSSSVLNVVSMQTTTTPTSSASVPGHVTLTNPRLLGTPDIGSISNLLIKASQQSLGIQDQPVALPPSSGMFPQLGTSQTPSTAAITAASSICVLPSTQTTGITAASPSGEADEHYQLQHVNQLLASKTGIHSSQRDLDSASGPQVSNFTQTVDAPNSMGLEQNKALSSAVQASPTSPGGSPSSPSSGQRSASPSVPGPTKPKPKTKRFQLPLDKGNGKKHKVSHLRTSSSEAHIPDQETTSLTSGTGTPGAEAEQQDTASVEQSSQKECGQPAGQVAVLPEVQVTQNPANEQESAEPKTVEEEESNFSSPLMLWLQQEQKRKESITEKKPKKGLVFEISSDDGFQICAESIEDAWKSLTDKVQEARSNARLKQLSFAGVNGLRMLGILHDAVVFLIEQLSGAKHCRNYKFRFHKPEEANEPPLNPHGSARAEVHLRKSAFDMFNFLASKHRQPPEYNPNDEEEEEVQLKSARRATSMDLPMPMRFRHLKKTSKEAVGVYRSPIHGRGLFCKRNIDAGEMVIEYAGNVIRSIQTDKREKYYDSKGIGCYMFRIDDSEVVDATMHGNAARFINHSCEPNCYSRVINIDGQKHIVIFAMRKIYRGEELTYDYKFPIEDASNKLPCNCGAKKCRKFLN
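Purified MLL-CXXC (added from a 7 uM solution) was preincubated 5 min at ambient with pinned compounds in 50 mM Tris-HCl pH 7.5, 50 mM NaCl, 1 mM DTT, 0.05% BSA. Fluorescein-labeled HOX-A9 DNA (50 nM solution) followed, 30 min, then polarization read.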
* marks the source's active call; other numbers are inactive results; ? = inconclusive; . = no result given; [ ] = dose if it differs, or a comment. Unless noted, calls follow the shape of the dose curve; as a rule, active = well fitted curve in the direction sought with a large enough effect; inconclusive = small, poorly fitted or top-dose-only effect, or another doubt; inactive = no such curve, though single readings can be large; an effect the other way counts as inactive or inconclusive.

SMILES	TSG101-PTAP inh	Integrin act MD	p53 reactivation	B2AR arrestin	TCR activator	BRCA1 expr act	ELG1 repair inh	AT treatment	TRPV1 agonist	MLL CXXC-DNA inh
CCC(=O)N1CCCc2cc(S(=O)(=O)N3CCN(c4ncccn4)CC3)ccc21	-8.3%	15.8%	-1.8%	0.0%	-4.1%	4.0%	?	2.7%	1.8	-3.1%
Cc1cc(C(=O)CSc2ccc(F)cc2)cc(C)c1OC(=S)N(C)C	-10.9%	-7.2%	?	0.0%	0.0%	5.6%	?	.	?	3.5%
Cc1ccc(C(=O)N/N=C\c2cc3c(cc2Br)OCO3)cn1	-9.7%	-2.2%	4.0%	-0.4%	0.8%	-31.2%	27.3%	2.4%	3.3	-2.5%
CCCC(c1nnnn1Cc1ccc(F)cc1)N1CCN(CC)CC1 (configuration not stated)	-5.0%	5.2%	1.3%	-0.9%	1.9%	-28.1%	2.6%	0.9%	2.4	17.6%
O=C(COC(=O)c1cccc(Cl)c1)NC1CCCCCCC1	1.6%	?	-9.6%	0.1%	0.4%	6.2%	12.0%	11.1%	?	.
Cn1ncc(Br)c1C(=O)Nc1ccc(Br)cn1	-2.9%	-2.0%	0.3%	-3.0%	-2.2%[46.1 µM]	-34.2%	13.3%	-3.3%	-1.2	2.9%
COc1ccc(-n2ccn3c(CCC(=O)N4CCN(c5cccc(C)c5C)CC4)nnc3c2=O)cc1	-2.7%	11.9%	-0.6%	-0.2%	-0.2%	-0.5%	27.1%	2.0%	2.9	-4.9%
O=S(=O)(c1ccccc1)c1nc(-c2ccco2)oc1Nc1ccccc1	2.1%	2.0%	13.0%	-0.1%	0.2%[46.1 µM]	-3.9%	-22.5%	1.3%	17.2	12.0%
CC(C)N1CCN(Cc2ccc(-c3ccccc3)cc2)CC1CCO (configuration not stated)	-1.5%	-39.1%	.	-0.2%	0.3%	-35.9%	-4.9%	5.5%	2.5	1.5%
C=CCNC(=S)NNC(=O)c1cc(-c2cccnc2)nc2ccccc12	2.8%	0.0%	-4.1%	0.0%	-1.2%	27.0%	-4.7%	8.8%	3.7	-0.2%
COc1cccc(CNc2nc3nc(C)cc(=O)n3[nH]2)c1	-0.9%	-12.2%	23.0%	-0.2%	0.9%	-0.7%	7.2%	-2.5%	0.5	-15.3%
CCOC(=O)C1=C(C)N=c2s/c(=C\c3ccc(OCC(=O)O)cc3)c(=O)n2C1c1ccc(OC(C)C)cc1 (configuration not stated)	0.4%	11.6%	.	-1.2%	-1.6%[46.1 µM]	-23.4%	3.2%	4.3%	12.6	6.5%
COc1cccc(CCNS(=O)(=O)CCNC(=O)c2cccc(OC)c2)c1	-1.8%	0.0%	2.7%	0.1%	-12.6%	19.6%	-6.6%	-1.4%	10.2	.
CCN1C(=O)c2cccc3c(S(=O)(=O)NCCCN4CCOCC4)ccc1c23	-1.4%	18.6%	-7.1%	-0.5%	-8.6%	-40.1%	?	-0.2%	-0.5	-0.8%
O=C(OCc1nc2ccccc2[n+]([O-])c1C(=O)c1ccccc1)c1ccco1	-0.7%	7.0%	-2.4%	-0.7%	-3.1%	14.0%	-1.2%	-4.5%	11.9	4.0%
CC(C)Oc1ccc(C2C(C#N)=C(N)Oc3c2oc(CO)cc3=O)cc1 (configuration not stated)	-4.7%	-23.3%	4.2%	-0.1%	-2.5%	-1.6%	6.7%	-1.6%	-1.3	-1.9%
COc1ccc(/C=C(/CC(=O)Nc2ccccc2)c2nc3ccccc3s2)cc1	-0.7%	-0.1%	?	0.2%	-14.6%[46.1 µM]	84.6%	?	3.1%	?	0.9%
O=C(CSc1ccccc1)NC1CCCCCCC1	-7.1%	20.7%	20.7%	0.1%	-1.0%	10µM*	?	-0.5%	?	1.3%
COc1ccc(C2C(CN3CCOCC3)C(=O)N2c2ccccc2)cc1 (configuration not stated)	-3.6%	0.0%	6.5%	-0.3%	-6.4%	1.3%	-6.0%	-0.2%	-1.1	?
CCCCOc1ccc(C(=O)NCC(=O)NCC(c2cccs2)N2CCOCC2)cc1 (configuration not stated)	-5.3%	-16.4%	-4.0%	0.0%	-3.7%	-14.5%	-7.8%	-2.9%	-1.2	.
Cn1c(SCc2cccc(Br)c2)nc2ccccc2c1=O	0.6%	0.0%	-9.5%	-0.6%	6.6%	-22.4%	-19.8%	15.0%	7.8	-1.6%
COc1ccccc1C1CC(=O)Oc2cc(C)cc(C)c21 (configuration not stated)	-9.4%	18.1%	-3.1%	-0.1%	-2.9%[46.1 µM]	0.1%	14.9%	9.6%	.	.
CCOC(=O)C1CN(C(C)(C)C)C(=O)C1=O (configuration not stated)	-0.5%	-35.9%	-12.2%	-1.2%	-1.1%[46.1 µM]	-27.0%	7.6%	6.4%	-5.5	6.0%
O=C(/C=C\NCC(=O)c1ccccc1)c1ccccc1	1.0%	8.9%	16.8%	0.4%	-6.8%	29.2%	16.8%	-9.0%	4.3	4.0%
O=C(NCCCn1ccnc1)Nc1ccc2c(c1)OCO2	-0.7%	18.6%	13.0%	-1.0%	8.1%	46.1%	?	-16.7%	1.4	-0.5%
CCCOc1ccccc1-c1nc2c([nH]1)c(=O)[nH]c(=O)n2C	-8.0%	0.0%	-9.9%	-1.0%	-4.1%	-42.8%	12.5%	-9.7%	-4.6	7.5%
Cc1ccc(-c2nn(CC(=O)NCc3cc(-c4nn(C)c(=O)c5ccccc45)ccc3C)c(=O)c3ccccc23)cc1	-0.7%	-5.6%	-2.1%	-0.2%	-1.4%	2.0%	19.8%	2.7%	0.3	9.1%
Nc1[nH]n(-c2ccccc2)c(=O)c1N=Nc1ccccc1[N+](=O)[O-]	-5.2%	?	15.2%	-0.7%	-1.9%	?	?	.	1.8	-8.5%
CCNc1nc(Nc2ccc(C)c(Cl)c2)c2cnn(C)c2n1	-0.8%	4.1%	-2.3%	-0.8%	2.5%	-38.5%	9.2µM*	-1.8%	?	?
Cn1cc(CCNC(=O)c2ccc3nc(Cc4ccccc4F)oc3c2)cn1	-3.5%	-37.8%	?	0.0%	-1.9%	2.51µM*	?	5.3%	12.4	14.6%
Cc1cccc(NC(=S)Nc2cccc(C)n2)n1	-5.7%	-8.3%	3.6%	?	-8.5%	10.5%	3.6%	-2.4%	-0.8	-14.7%
COc1ccc(-c2n[nH]c(=S)n2-c2ccc3c(c2)OCCO3)cc1	-0.1%	-4.8%	4.4%	0.1%	-15.3%[46.1 µM]	-27.2%	?	-5.6%	0.4	-3.1%
O=C(Nc1ccc2c(c1)OCO2)C1CCN(Cc2cnn(-c3ccccc3)c2-n2cccc2)CC1	-4.4%	-35.6%	19.5%	-0.3%	-0.7%	-21.3%	?	-2.1%	9.0	-5.1%
CCC1CCCCN1CCCNC(=O)C(C)n1nc(C)c2sc3ccccc3c2c1=O (configuration not stated)	-3.8%	-56.7%[inhibitor]	-9.2%	0.3%	-2.5%	-7.7%	-1.7%	-1.3%	12.9	9.2%
O=C(Nc1ccc(F)cc1F)C1CCN(C(=O)c2ccc(Br)cc2)CC1	3.0%	9.7%	-0.6%	-0.4%	8.5%	5.6%	10.8%	3.4%	13.0	41.8%[activator]
